Rin1-Abl PPI inh: inhibitors of human Rin1-Abl protein interaction | hit rate 0.4% among 360,000 | P00519+Q13671 | inhibition, % at 7.35 µM | TR-FRET Rin1/Abl binding, biochemical; in the data active means inhibition above about 5%, passing the limit was not always enough
MT1-MMP act inh: MT1-MMP (human) activation inhibition | GFP/RFP ratio change, % at 20 µM | HT1080 RFP-PRO-GFP cells, GFP/RFP ratio fluorescence, overnight; percent of plate control window, DMSO zero | AID 651647 | hit rate 0.061% among 360,000 | P50281;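 active means GFP/RFP ratio change of at least 30% with cell ATP level not reduced by more than half and red fluorescence within 50% of control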; further: strong numbers were not always called active
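Assay system: HT1080 cells carrying an RFP-PRO-GFP reporter | Dosing: Single dose of 20 µM compound, 1% DMSO final | Incubation: Cells overnight before dosing, compound overnight, 37 °C, 5% CO2 | Evaluation: GFP/RFP fluorescence ratio | Control set: DMSO and RFP-L50D-GFP cell wells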
Rpn11 inh: blocks the human proteasome subunit Rpn11; human 26S proteasome, Ub4-pepOG fluorescence polarization; 20S core pre-blocked with epoxomicin; calls only at 20 µM; hit rate 0.59% among 360,000; AID 588493;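 active means inhibition at 20 µM, scaled to each plate's controls, above about 33%, limit read from the data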
FAS TE block: inhibitors of human fatty acid synthase thioesterase domain; P49327; recombinant FAS-TE, OMFH fluorogenic substrate, fluorescence endpoint; AID 602261; hit rate 0.67% among 360,000; inhibition, % at 15 µM;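 active means compounds whose normalised, plate-corrected inhibition of enzyme fluorescence in the single-dose primary screen is 50% or more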;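 further: 0% = DMSO with enzyme and 100% = substrate without enzyme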
MsrA inh: bovine MsrA inhibition. purified bovine MsrA, absorbance read-out. inhibition, % at 15.5 µM. hit rate 0.75% among 360,000; in the data active means inhibition above about 4.5%;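 further: 0% = vehicle wells with enzyme and 100% = reference inhibitor wells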
MsrA act: bovine methionine sulfoxide reductase A activation. purified bovine MsrA, absorbance read-out. activation, % at 10.6 µM. hit rate 0.3% among 360,000; in the data active means activation above about 7.5%;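 further: 0% = vehicle and 100% = reference activator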
CSN deneddyl inh: blocks human CSN-mediated cullin deneddylation; Purified CSN, SCF-Nedd8-OG deneddylation, fluorescence polarization; AID 651999; Q92905; hit rate 0.38% among 360,000; inhibition, % at 12.5 µM;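 active means pattern-corrected inhibition above about 35%, with an unprinted fluorescence ratio check between 0.5 and 1.5, limit read from the data, passing the limit was not always enough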;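 further: 0% = enzyme with substrate and 100% = substrate without enzyme; some results filed as inactive read as strong as hits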
Target sequence (Q92905 whole entry, looked up, one chain of several): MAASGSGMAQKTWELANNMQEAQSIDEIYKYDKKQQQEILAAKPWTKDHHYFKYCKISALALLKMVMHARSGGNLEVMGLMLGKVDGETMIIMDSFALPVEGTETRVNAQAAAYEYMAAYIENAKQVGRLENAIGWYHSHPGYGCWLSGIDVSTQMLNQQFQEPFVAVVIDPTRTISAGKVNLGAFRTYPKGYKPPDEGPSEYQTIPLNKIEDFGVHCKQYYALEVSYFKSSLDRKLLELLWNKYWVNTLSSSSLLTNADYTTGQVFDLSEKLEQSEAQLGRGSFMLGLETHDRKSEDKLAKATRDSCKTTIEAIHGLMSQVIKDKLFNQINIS
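Assay system: HEK293T-derived human Csn5 enzyme; quantity: 0.24 nM enzyme; medium: Tris/NaCl/DTT buffer, pH 7.5; also added: substrate SCFSkp2-Nedd8OG, 10 nM; doses: 12.5 µM compound; schedule: 90 min reaction at room temperature; signal: FP; read-out: % inhibition of substrate cleavage by Csn5; benchmarks: substrate-only high control, full reaction low control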
PABP1 MLLE inh: blocks PAM2 peptide binding to the PABP1 MLLE domain; P11940; inhibition, % at 20 µM; AID 588489; GST-MLLE / FITC-PAM2 fluorescence polarization; hit rate 0.36% among 360,000; in the data active means inhibition above about 35%, passing the limit was not always enough;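 further: plate controls were DMSO wells with GST-MLLE for no effect and wells lacking GST-MLLE protein for full effect; some results filed as inactive read as strong as hits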
Target sequence (P11940 whole entry, looked up, the tested form may be a part): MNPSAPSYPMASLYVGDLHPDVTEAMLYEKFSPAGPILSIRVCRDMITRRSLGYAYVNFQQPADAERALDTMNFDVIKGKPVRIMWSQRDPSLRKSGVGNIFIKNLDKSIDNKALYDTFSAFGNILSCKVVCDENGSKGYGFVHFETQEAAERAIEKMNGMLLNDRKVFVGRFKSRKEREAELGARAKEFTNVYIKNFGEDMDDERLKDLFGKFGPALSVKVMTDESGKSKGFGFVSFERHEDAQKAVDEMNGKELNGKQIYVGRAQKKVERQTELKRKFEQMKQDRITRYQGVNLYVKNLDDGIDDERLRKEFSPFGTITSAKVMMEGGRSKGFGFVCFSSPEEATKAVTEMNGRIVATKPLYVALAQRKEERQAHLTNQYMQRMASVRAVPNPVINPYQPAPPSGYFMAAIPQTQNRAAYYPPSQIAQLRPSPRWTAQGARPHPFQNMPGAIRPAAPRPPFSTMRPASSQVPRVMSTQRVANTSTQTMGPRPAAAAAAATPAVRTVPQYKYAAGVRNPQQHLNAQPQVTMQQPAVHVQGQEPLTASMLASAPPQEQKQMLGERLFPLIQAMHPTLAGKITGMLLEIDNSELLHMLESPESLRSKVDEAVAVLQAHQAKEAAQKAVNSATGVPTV
eLon inh: E. coli protease La inhibition | P0A9M0 | purified E. coli Lon protease, fluorescence polarization | inhibition, % at 7.94 µM | hit rate 0.42% among 360,000 | AID 602123; in the data active means inhibition above about 13%, passing the limit was not always enough;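 further: 0% = enzyme with probe and DMSO and 100% = no enzyme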
An asterisk follows results filed as active; i = inactive; / = no result given.

SMILES	Rin1-Abl PPI inh	MT1-MMP act inh	Rpn11 inh	FAS TE block	MsrA inh	MsrA act	CSN deneddyl inh	PABP1 MLLE inh	eLon inh
CC(Sc1ccsc1[N+](=O)[O-])C(=O)N1CCN(c2ccccn2)CC1 (stereo not given)	-3	1	i	-2	1.3	-2	4	32	-6
CC1Cn2c(nc3sc4c(c3c2=O)CC(C)(C)OC4)N1CCO (stereo not given)	-2	1	i	-2	3.2	-5	-2	-12	-2
CCOC(=O)c1[nH]c2ccc(OCC)cc2c1NC(=O)CN1CCN(c2ccccc2)CC1	3	7	i	21	-0.4	-1	0	-13	-6
N#C/C(=C\c1ccc(-c2ccc([N+](=O)[O-])cc2Br)o1)C(=O)N1CCN(c2ccccc2)CC1	5	-9	i	36	0.5	-7	5	-120	-11
O=C(N/N=C/c1ccccc1C(=O)O)C(=O)N1CCCCC1	1	-4	i	-8	1.1	1	-1	-4	-7
COC(=O)c1cc(S(=O)(=O)N2CCOCC2)ccc1Sc1ccccc1N	6	6	i	8	1.5	-13	2	7	1
O=C(CCCC(=O)N(CC(=O)NC1CCCCC1)Cc1ccc2c(c1)OCO2)Nc1ccccn1	2	2	i	-1	-0.8	-8	0	1	5
COC(=O)c1ccccc1NC(=S)NC(=O)c1ccc2c(c1)OCO2	2	-3	i	13	0.8	-5	7	42*	4
CSCCC(NC(=O)c1ccco1)C(=O)N1CC(C)OC(C)C1 (stereo not given)	1	-4	i	-3	1.1	-3	-2	5	-1
CCCSc1nnc(-c2ccccc2NC(=O)CC)c(=O)[nH]1	3	2	i	-4	-0.4	-4	-1	14	1
CCC(=O)N=c1sc2ccccc2n1-c1ccccc1	-3	-2	i	4	2.6	-2	-17	-7	-4
COC(=O)c1cc2c(N)c(C(=O)c3ccc(Cl)cc3)sc2nc1C(OC)OC	-5	-8	i	18	0.9	-1	7	-8	-7
COc1ccccc1C(=O)Nc1ccc(N2CCN(Cc3ccccc3)CC2)cc1	-1	-1	i	10	0.5	1	2	-15	-11
COc1cccc(CN2CCN(Cc3nc4c(s3)CCCC4)CC2CCO)c1 (stereo not given)	4	5	i	-4	-1.3	-5	2	24	-3
C[C@@H](C(=O)NCC1CC1)[C@H]1C[C@]1(C)[C@H](NC(=O)OCc1ccccc1)c1ccccc1	0	1	i	0	0.2	-6	16	3	2
COCCNC(=O)c1ccc(CSc2nc3ccccc3s2)cc1	4	2	i	-2	-0.8	-6	0	11	-1
COc1cc(OC)nc(Nc2nc(C(N)COCc3ccccc3)cs2)n1 (stereo not given)	3	0	i	-17	-0.4	0	1	-10	17
O=C(Nc1ccccc1)C1CCCN(C(=O)c2ccc(Cl)cc2)C1 (stereo not given)	1	3	i	-1	0.2	-6	-4	9	-8
O=C(CN1CCCCC1)Nc1scc2c1c(=O)oc1ccccc12	3	3	i	3	0.8	-4	0	-3	-5
Cn1c(SCC(=O)Nc2cccc3ccccc23)nc(O)cc1=O	-4	2	i	-5	0.7	-1	2	-8	1
O=C(CN1C2CCCC1CC(NC(=O)c1ccccc1)C2)Nc1ccccc1 (stereo not given)	1	4	i	0	1.2	-3	3	9	-5
COc1ccc(NC(=O)C2Cc3c(-c4ccc(NC(C)=O)cc4)ccnc3O2)cc1OC (stereo not given)	-2	-5	i	-6	-0.9	-4	0	28	-5
O=C(CCC(=O)OCC(=O)c1ccc(F)cc1)NC1CCCCC1	-2	-1	i	-6	-0.5	-6	8	1	-1
CCn1c2ccccc2c2nc3cc(OC)c(OC)cc3nc21	0	-5	i	3	0.9	-7	-3	18	0
COC(=O)c1ccc(N=C2S/C(=C\c3cc(C)n(-c4cccnc4)c3C)C(=O)N2C)cc1	-4	-10	i	2	0.1	0	0	0	-11

Continued, starting with the last 2 of the part before.
SMILES	Rin1-Abl PPI inh	MT1-MMP act inh	Rpn11 inh	FAS TE block	MsrA inh	MsrA act	CSN deneddyl inh	PABP1 MLLE inh	eLon inh
CCn1c2ccccc2c2nc3cc(OC)c(OC)cc3nc21	0	-5	i	3	0.9	-7	-3	18	0
COC(=O)c1ccc(N=C2S/C(=C\c3cc(C)n(-c4cccnc4)c3C)C(=O)N2C)cc1	-4	-10	i	2	0.1	0	0	0	-11
O=C(Nc1ccc2c(c1)OCO2)c1c(Cl)nc2sccn12	1	-1	i	1	10*	1	-5	-9	2
CCCc1cc(=O)oc2cc(C)cc(OC(C)C(=O)NCc3ccncc3)c12 (stereo not given)	-5	-6	i	1	0.0	-2	-4	-9	1
CN(CC(=O)Nc1ccc(Cl)cc1)CC(=O)Nc1cc(Cl)ccc1C#N	0	3	i	15	0.3	-7	3	11	0
Cc1cccc(C)c1-n1nnnc1C(c1ccnc2ccccc12)N(C)Cc1ccccc1 (stereo not given)	/	-8	/	29	-0.1	-3	-3	/	-4
CC(Oc1ccccc1)C(=O)Nc1cccc(NC(=O)c2ccco2)c1 (stereo not given)	2	-3	i	-1	1.4	-1	-2	6	-1
c1ccc(C(c2nnnn2C2CCCC2)N2CCN(c3nc4ccccc4s3)CC2)cc1 (stereo not given)	1	-13	i	32	0.5	-11	-2	5	2
Cc1ccc(NC(=O)NC2CC(=O)N(c3ccc4c(c3)OCCO4)C2)cc1F (stereo not given)	1	-5	i	-2	-1.0	-5	6	-5	-6
O=C(NN=C1CCCC1)c1cccs1	-3	6	i	-10	0.7	-4	-4	4	4
Cc1ccc(C)c(-n2c(SCC(=O)NC(C(=O)O)C(C)C)nnc2-c2cccc(Cl)c2)c1 (stereo not given)	1	-1	i	1	-0.1	-5	-7	-27	3
CCOC(=O)N1CCN(S(=O)(=O)c2ccc3[nH]c(=O)oc3c2)CC1	-1	5	i	-5	1.7	-1	2	-6	-8
CCCCOc1ccc(NC(=O)CSCC(=O)OCC)cc1	-2	1	i	-22	0.4	0	0	-7	-5
O=C(CSc1ccc(F)cc1)NCCSc1ccccc1	-2	0	i	-1	1.4	-1	6	11	2
O=c1c2c(-c3ccccc3)ccnc2[nH]n1-c1ccccc1	-4	3	i	-2	0.8	-2	-3	-82	-8
CCc1cccc(CC)c1NC(=O)CNCc1cccs1	1	-1	i	-8	-0.5	-3	3	6	0
Cc1nc2ccc(NC(=S)N3CCCC3)cc2nc1C	-1	3	i	-2	0.7	-7	8	-29	-6
COc1ccc(/C=C(\NC(=O)c2ccccc2)C(=O)N2CCCCC2)cc1OC	-1	-7	i	-4	1.3	-2	0	6	-6
O=S(=O)(c1ccccc1F)N1CCC(c2nc3ccccc3[nH]2)CC1	0	0	i	1	-0.5	-2	1	1	-1
C/C(=N\OCC(=O)Nn1c(C)nc2ccccc2c1=O)c1ccccc1	1	1	i	-6	-0.4	-3	1	-16	-2
CS(=O)(=O)N(CC(=O)NCCSCc1ccccc1Cl)c1ccccc1F	-1	-2	i	-1	0.3	-2	-2	-8	1
COc1cccc(-c2noc(-c3ccc4c(c3)OCO4)n2)c1	-1	5	i	13	-0.1	3	-6	-5	-8
O=C(NCc1cccc(Br)c1)c1cc(-c2ccccc2)nn1CC1CC(c2cccnc2)=NO1 (stereo not given)	1	1	i	9	0.5	-1	3	-5	-3
Cc1ccc(OC(=O)c2ccc(C)c([N+](=O)[O-])c2)cn1	-2	2	i	3	0.8	-4	11	14	4
CCN(C(=O)c1ccc2c(SCC(=O)O)c3c(nc2c1)CCC3)c1cc(Cl)ccc1OC	0	1	i	0	0.3	-3	3	1	5
CCCC(=O)NC(=S)NNC(=O)c1ccc([N+](=O)[O-])cc1	-4	5	i	-1	2.2	-1	1	19	8
COC(=O)c1sccc1NC(=O)c1ccc(Br)s1	-2	-2	i	-2	1.7	-3	-2	7	-5
SMILES	Rin1-Abl PPI inh	MT1-MMP act inh	Rpn11 inh	FAS TE block	MsrA inh	MsrA act	CSN deneddyl inh	PABP1 MLLE inh	eLon inh
COc1ccccc1C1CC(=O)NC(C)=C1C(=O)OC(C)C (stereo not given)	-3	-1	i	-3	-0.4	-1	-7	4	8
C=CCC[C@H](Cc1ccc(F)cc1)C(=O)OC[C@H](Cc1c[nH]c2ccccc12)NC(=O)[C@@H](CC=C)CC(=O)N[C@H](CO)Cc1ccccc1	1	0	i	35	1.3	0	-2	-14	2
O=C(Oc1ccc(Br)cc1)c1cccc(S(=O)(=O)N2CCOCC2)c1	1	-1	i	19	-0.6	0	-3	2	0
COc1cc(C(=O)OCC(=O)Nc2ccc(N3CCOCC3)cc2)ccc1OCC(C)C	-1	0	i	-10	-1.3	-3	-2	-33	-2
O=C1c2ccccc2-c2n[nH]c3cccc1c23	-8	-19	i	-17	1.1	-1	-16	73*	23*
CNC(=O)c1ccccc1-c1cn(C)c2ccccc2c1=O	5	2	i	-3	2.8	-3	-1	10	2
N#Cc1c(NC(=O)C2CC(c3ccccc3O)=NO2)sc2c1CCC2 (stereo not given)	-4	-7	i	23	2.3	-10	-16	40*	2
Cn1cc(CN(CCO)Cc2cccs2)c(-c2cccc(Cl)c2)n1	-3	-4	i	5	0.1	-9	-2	4	-7
CCOC(=O)N1CCN(c2c(NCCCN3CCCCCC3)c(=O)c2=O)CC1	3	3	i	-8	1.6	2	-1	-13	-7
c1ccc(-c2cn(C[C@H]3CC[C@@H]([C@@H]4CC[C@H](Cn5cc(-c6ccccc6)nn5)O4)O3)nn2)cc1	2	0	i	1	-1.5	-1	3	0	-10

Structural class: the compounds so far containing an aryl methoxy group (10)
SMILES	Rin1-Abl PPI inh	MT1-MMP act inh	Rpn11 inh	FAS TE block	MsrA inh	MsrA act	CSN deneddyl inh	PABP1 MLLE inh	eLon inh
COc1ccccc1C(=O)Nc1ccc(N2CCN(Cc3ccccc3)CC2)cc1	-1	-1	i	10	0.5	1	2	-15	-11
COc1cccc(CN2CCN(Cc3nc4c(s3)CCCC4)CC2CCO)c1 (stereo not given)	4	5	i	-4	-1.3	-5	2	24	-3
COc1cc(OC)nc(Nc2nc(C(N)COCc3ccccc3)cs2)n1 (stereo not given)	3	0	i	-17	-0.4	0	1	-10	17
COc1ccc(NC(=O)C2Cc3c(-c4ccc(NC(C)=O)cc4)ccnc3O2)cc1OC (stereo not given)	-2	-5	i	-6	-0.9	-4	0	28	-5
CCn1c2ccccc2c2nc3cc(OC)c(OC)cc3nc21	0	-5	i	3	0.9	-7	-3	18	0
COc1ccc(/C=C(\NC(=O)c2ccccc2)C(=O)N2CCCCC2)cc1OC	-1	-7	i	-4	1.3	-2	0	6	-6
COc1cccc(-c2noc(-c3ccc4c(c3)OCO4)n2)c1	-1	5	i	13	-0.1	3	-6	-5	-8
CCN(C(=O)c1ccc2c(SCC(=O)O)c3c(nc2c1)CCC3)c1cc(Cl)ccc1OC	0	1	i	0	0.3	-3	3	1	5
COc1ccccc1C1CC(=O)NC(C)=C1C(=O)OC(C)C (stereo not given)	-3	-1	i	-3	-0.4	-1	-7	4	8
COc1cc(C(=O)OCC(=O)Nc2ccc(N3CCOCC3)cc2)ccc1OCC(C)C	-1	0	i	-10	-1.3	-3	-2	-33	-2

High-throughput results (PubChem BioAssay)
